# FBPA coupling cs: coupling enzyme interference in Giardia aldolase counter-screen; activity change, negative = inhibition, % at 58.2 µM, hits read low; 290,000 tested, 0.67% active; coupling enzyme system counterscreen, AmpLite Red fluorescence; in the data active = activity change below about -30%; also: % is scaled to controls: 0 for no effect and ±100 for the full control effect
#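 Compounds tested against the coupling enzymes alone at 57.5 uM final; readout was AmpLite Red fluorescence (525/598 nm) after 20 min at RT.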
# a7 integrin act: activators of alpha7 integrin expression for muscular dystrophy; AID 624291; 350,000 tested, 0.064% active; alpha7betagal myoblasts, beta-gal FDG fluorescence, 48 h; Potency, µM (doses to about 38.3 µM), without a hit: top-dose activation, usual class: activators;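 also: potency is read from the fitted curve at half-maximal effect; 100% = response of the positive control SU9516; nearly all actives have a fitted effect of over 60% in size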
#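 Alpha7betagal+/- myoblasts (passage 13) were plated 16-24 hr, then exposed to compounds (1:260 dilution of DMSO stock) for 48 hours at 37C. After MPER lysis, β-galactosidase reporter activity was read as FDG fluorescence (ex 480/em 540) after 30 minutes.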
# KCNH2 WT inh: inhibitors of human wildtype KCNH2 potassium channel. 340,000 tested, 0.37% active. activity change, % at 1.84 µM. AID 720551. U2OS, BacMam KCNH2, thallium flux FluxOr; stronger effect = lower value;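 active = maximum activity change below -70%; inconclusive = maximum activity change between -70% and -50%; inactive = maximum activity change above -50%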; also: % is scaled to controls: 0 for no effect and ±100 for the full control effect
#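 U2OS cells were transduced with wild-type KCNH2 virus (2.03 x 10^8 / mL) for 4 h at room temperature, then cultured overnight at 37 C. Thallium flux was read with FluxOr dye. Rate constants were normalized to DMSO controls.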
# GALK inhibitor: inhibitors of human galactokinase. Purified GALK, Kinase-Glo residual ATP luminescence. P51570. Potency, µM (titrated, usually from 57.5 µM), without a hit: top-dose activity change, negative = inhibition, most hits filed as inhibitors. 270,000 tested, 0.007% active; also: potency is read from the fitted curve at half-maximal effect; % is scaled to controls: 0 for no effect and ±100 for the full control effect
#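 Quantitative HTS: GALK 5 nM, ATP 35 uM, galactose 100 uM, 1 h room temperature, then luciferase-based ATP detection.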
# TRPV1 ag: human TRPV1 agonism | TRPV1-expressing cells, Fluo-8 calcium influx, agonist mode | 320,000 tested, 0.19% active | activation, % at 8.33 µM; in the data active = activation above about 80%; inconclusive = between about 30% and that limit; also: 0% is about no effect
#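 Cells expressing TRPV1 were dye-loaded with Fluo-8 and read kinetically: 10 s baseline, 3 min after compound (agonist portion), then 2 min after EC20 capsaicin (allosteric enhancer portion). Calcium-bound dye fluorescence at 480/520 nm.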
# KCNH2 3.1 inh: KCNH2 3.1 (human) potassium channel inhibition | U2OS KCNH2 3.1, thallium flux FluxOr; stronger effect = lower value | activity change, % (tested at about 1.8 µM) | 340,000 tested, 0.95% active;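 active = maximum activity change below -70%; inconclusive = maximum activity change from -70% to -50%; inactive = maximum activity change above -50%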;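 also: thallium influx rate constant from kinetic fluorescence after stimulation buffer; % is scaled to controls: 0 for no effect and ±100 for the full control effect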
#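 Thallium flux via FluxOr fluorescence (Red40 quencher, 45 min loading) in U2OS cells virally expressing the KCNH2 3.1 isoform (1.77 x 10^8 /mL virus, overnight at 37 C). Rate constants from 2-min kinetic reads post-stimulation, normalised to positive and negative controls.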
# MBNL1 CUG block: MBNL1-poly(CUG) RNA binding inhibition; Q9NR56; TR-FRET MBNL1-His/biotin-(CUG)12 binding, 665/545 ratio; Potency, µM (top dose mostly 57.5 µM), without a hit: at the highest dose activity change, negative = inhibition, hits mostly inhibitors; 280,000 tested, 0.036% active; active = well fitted inhibition curve with a large enough effect in the signal ratio, with a control signal flat, not every such curve was filed as active; inconclusive = small, poorly fitted or top-dose-only effect, or effect the other way, or a change in a side signal; inactive = no such curve, though single readings can be large or run the other way; the % refers to the signal ratio; also: potency is read from the fitted curve at half-maximal effect; % is scaled to controls: 0 for no effect and ±100 for the full control effect
#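 TR-FRET between His-tagged MBNL1 and biotin-(CUG)12 RNA, detected with Tb anti-His antibody (0.055 ng/ul) and streptavidin-XL665 (5 nM), 60 min at room temperature. Compounds titrated 92 nM to 58 uM; 665/545 nm ratio normalized to buffer and complex controls.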
# CXXC DNA block: blocks binding of human MLL CXXC domain to DNA | Q03164 | MLL-CXXC / FITC-HOXA9 DNA fluorescence polarization | Potency, µM (titrated, usually from 115 µM), for inactives: at the top dose activity change, negative = inhibition, most hits filed as inhibitors | 290,000 tested, 0.037% active | AID 2662; active = well fitted inhibition curve with a large enough effect in the polarisation, with a control signal flat, not every such curve was filed as active; inconclusive = small, poorly fitted or top-dose-only effect, or effect the other way, or a change in a side signal; inactive = no such curve, though single readings can be large or run the other way; the % refers to the polarisation; also: potency is read from the fitted curve at half-maximal effect
#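 Steps: dispense CXXC domain solution (7 uM) → pin compounds or unlabeled HOX-A9 DNA control → 5 min ambient → add FLSN-HOX-A9 solution (50 nM) → spin → 30 min ambient → fluorescence polarization. Tris pH 7.5/NaCl/DTT/BSA buffer.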
# A-T KAP1 phos: potential ataxia-telangiectasia treatment; AID 485349; […] A-T fibroblasts, KAP-1 phosphorylation AlphaLISA; neocarzinostatin DNA damage 30 min before lysis; 320,000 tested, 0.19% active; Potency, µM (titrated, usually from 57.5 µM), inactives show top-dose activation, usual class: activators; also: potency is read from the fitted curve at half-maximal effect; % of control where 0% means no effect; nearly all actives have a fitted effect of over 45% in size
#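 hTERT-immortalized A-T patient fibroblasts ([…]), 500 cells/well in OPTI-MEM, 1% FBS, got compounds for 60 min, then NCS for 30 min at 37C. Lysates were then assayed for phospho-KAP-1 by AlphaLISA (anti-pKAP1 donor, anti-KAP1 acceptor beads), 6 hr at 25C.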
# S-ASM inh: inhibitors of human secretory acid sphingomyelinase | AID 504937 | Potency, µM (highest dose often 57.5 µM), inactives show top-dose activity change, negative = inhibition, most hits filed as inhibitors | 340,000 tested, 0.006% active | placental ASM, HMU-PC fluorogenic substrate, 60 min; also: potency is read from the fitted curve at half-maximal effect
#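 Fluorescence read-out (Ex 386 nm, Em 447 nm) after stopping the reaction at pH 10. Enzyme: ASM from human placenta; substrate HMU-PC0, 9 uM final; 60 min, 37 °C. Compound preincubation 10 min, ambient temperature.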
# * = called active by the depositor; u = inconclusive; x = no result given; & = joins results of further samples; [ ] = remark or other dose. Unless noted, calls follow the shape of the dose curve; as a rule, active = well fitted curve in the direction sought with a large enough effect; inconclusive = small, poorly fitted or top-dose-only effect, or another doubt; inactive = no such curve, though single readings can be large; an effect the other way counts as inactive or inconclusive.
SMILES,FBPA coupling cs,a7 integrin act,KCNH2 WT inh,GALK inhibitor,TRPV1 ag,KCNH2 3.1 inh,MBNL1 CUG block,CXXC DNA block,A-T KAP1 phos,S-ASM inh
CC(=O)N1CC(C)Sc2ccc(S(=O)(=O)NCc3ccc(Cl)cc3)cc21 (stereo not drawn),3,-21%,-7,0%,3,7,-1%,0%,4%,-8%
Cc1cccn2c(CN3CCCN(C=O)CC3)c(C(=O)N(C)CCc3ccccc3)nc12,-2,u,x,15%,2,46,-5%,-5%,-3%,12%
O=c1oc2ccccc2cc1C1=Nn2c(nnc2-c2cccnc2)SC1,0,0%,1,0%,2,5,u,-3%,1%,-1%
CCC(C)(C(=O)NC1CCCCC1)N(Cc1ccco1)C(=O)Cc1cccs1 (stereo not drawn),-8,14%,-2,x,3,-29,-2%,-3%,6%,3%
Cc1nc2ccccc2c(=O)n1NC(=O)c1cc(Br)ccc1Cl,3,13%,-44,-1%,-1,7,-10%,-5%,0%,-2%
O=C(CSc1ncccn1)N/N=C/c1cccs1,-2,23%,-22,0%,-6,33,12%,-2%,-1%,4%
Cc1cc(C)cc(N=Cc2ccc([N+](=O)[O-])s2)c1,-21,-43%,-2,x,2,-8,11%[11.5 µM],9%,3%,-1%
COc1ccc(NC(=O)N(C)C[C@H]2Oc3ccc(NS(=O)(=O)c4ccc(F)cc4)cc3C(=O)N([C@H](C)CO)C[C@@H]2C)cc1,x,-9%,2,x,x,-24,x,x,-4%,5%
COc1ccc(NC(=S)N2CCC(NC(=O)c3ccc(OC)cc3)CC2)cc1,0,-11%,-3,0%,2,-27,0%,-2%,0%,14%
CCC(=O)NCCNc1nc2cc(C)c(C)cc2cc1C#N,1,-2%,1,-1%,26,-1,-6%,3%,0%,x
O=C(CC1SCCNC1=O)Nc1cc(Cl)cc(Cl)c1 (stereo not drawn),1,4%,-1,-1%,15,2,u,1%,5%,-1%
CCN=C(NCC)SC1CC(=O)N(c2ccccc2)C1=O (stereo not drawn),5,12%,1,6%,3,-1,-2%,3%,2%,4%

# Molecules shown so far with a thiophene ring, fused or not:
SMILES,FBPA coupling cs,a7 integrin act,KCNH2 WT inh,GALK inhibitor,TRPV1 ag,KCNH2 3.1 inh,MBNL1 CUG block,CXXC DNA block,A-T KAP1 phos,S-ASM inh
CCC(C)(C(=O)NC1CCCCC1)N(Cc1ccco1)C(=O)Cc1cccs1 (stereo not drawn),-8,14%,-2,x,3,-29,-2%,-3%,6%,3%
O=C(CSc1ncccn1)N/N=C/c1cccs1,-2,23%,-22,0%,-6,33,12%,-2%,-1%,4%
Cc1cc(C)cc(N=Cc2ccc([N+](=O)[O-])s2)c1,-21,-43%,-2,x,2,-8,11%[11.5 µM],9%,3%,-1%

# Going on with the list:
SMILES,FBPA coupling cs,a7 integrin act,KCNH2 WT inh,GALK inhibitor,TRPV1 ag,KCNH2 3.1 inh,MBNL1 CUG block,CXXC DNA block,A-T KAP1 phos,S-ASM inh
CC1CCCN(C(=O)c2cccc(S(=O)(=O)N3CCCC3)c2)C1 (stereo not drawn),x,17%,2,x,4,2,x,x,17%,0%
Cc1ccc(CNC(=O)c2c(-c3ccccc3Cl)noc2C)cc1,2,31%,1,x,14,13,-6%,u,11%,-11%
CCCCCCOC(=O)NCC(O)c1ccccc1 (stereo not drawn),0,13%,4,8%,2,-10,4%,2%,10%,-1%
COC(=O)[C@@H]1C[C@@H]2CC[C@@H](O)C[C@@H]2N1Cc1ccc(N2CCN(C)CC2)cc1,1&4,-4%,4,5%,-1,-11,0%,3%,0%,4%
CC(=O)Nc1ccc(Oc2cc(NC(C)=O)cc([N+](=O)[O-])c2)cc1,4,-5%,-2,4%,3,8,u,-1%,9%,3%
Cn1c(=O)cc(N2CCCCC2)[nH]c1=O,-1,-3%,3,-2%,0,-5,7%,-3%,-5%,-1%
Cc1onc(-c2ccccc2)c1NC(=O)N(Cc1ccccc1)C(C)C,0,-2%,-17,0%,11,-25,-1%,-8%,-8%,-3%
Cc1nn(-c2ccccc2)c(C)c1C=O,0,15%,12,-3%,-4,3,-13%,17%,-6%,0%
COC(=O)c1ccc(NC(=O)CSc2nc3ccccc3c(=O)[nH]2)cc1,-1,-21%[7.66 µM],4,-4%,-2,-10,1%,5%,1%,-3%
COc1ccccc1C(CNC(=O)c1ccc(S(=O)(=O)NCc2ccco2)cc1)N(C)C (stereo not drawn),6,-18%,3,1%,0,-5,x,7%,3%,5%
Cc1nnc(NC(=O)c2cc(-c3ccncc3)nc3c(C)cccc23)s1,x,9%,3,-3%,7,3,u,-3%,12%,-2%
CC(=O)N1CCOc2ccc(S(=O)(=O)N3CCC(C)CC3)cc21,3,u,-1,7%,-3,0,-7%,-10%,1%,4%
CCN1C(=O)CSC1=Nc1cccc(C(=O)O)c1,2,7%,16,3%,-1,1,-8%,4%,-3%,1%
O=C(Nc1ccc(N2CCCC2)c(Cl)c1)c1cccc(-c2cc3ccccc3oc2=O)c1,0,7%,2,-1%,-1,-32,6%,11%,8%,-4%
N#Cc1ccc(C(=O)NC2=NCCS2)cc1,2,0%,14,x,-9,-2,-3%,-5%,2%,-4%
COc1cc2c(cc1OC)CN(C(=O)CCOc1ccccc1)CC2,2,-20%,-9,8%,9,15,1%,-7%,-8%,2%
CC(=O)c1cccc(OC(=O)c2ccc3c(=O)n4c(nc3c2)CCC4)c1,x,13%,-7,x,-2,8,x,x,3%,x
O=C(Nc1ccccc1)/C(=C/c1ccc(O)cc1)NC(=O)c1ccco1,-2,-11%,6,-1%,1,-5,11%,4%,7%,0%
Cc1cc(C)c(S(=O)(=O)NCc2nc3nc(C)cc(C)n3n2)c(C)c1,-2,-1%,1,x,-2,10,11%,x,4%,2%
CCOC(=O)NC(=O)/C(C#N)=C\NNc1ncc(C(F)(F)F)cc1Cl,1,u,-71*,1%,2,10,x,11%,-2%,3%
COC(=O)C1CCN(C(=O)C2CCCCC2)CC1,3,3%,3,-3%,2,14,-6%,-2%,4%,0%
COC(=O)c1oc2ccccc2c1NC(=O)CN1CCCC1,4,15%,-10,4%,13,13,5%,9%,7%,2%
Cc1ccc(-n2c(SCC(=O)N3CCOCC3)nc(O)c(Cc3ccccc3)c2=O)cc1,3,4%,-14,-4%,-5,3,-4%,3%,4%,1%
CCOC(=O)C1CCN(c2cc3c(cc2NC(=O)c2cc(OC)ccc2Br)n(C)c(=O)n3C)CC1,-9,0%,2,-3%,-4,20,-5%,10%,12%,-20%
O=C(CSc1nc(=O)n(CCCN2CCOCC2)c2c1CCCC2)Nc1cccc(Cl)c1,x,-10%,-4,x,6,5,x,x,9%,-1%
O=C(NNC(=O)c1ccc(Cl)c([N+](=O)[O-])c1)c1ccncc1,-1,-27%,-3,9%,-4,7,u,-6%,8%,1%

# Some of the entries above, set out differently:
# Results follow in this order: FBPA coupling cs | a7 integrin act | KCNH2 WT inh | GALK inhibitor | TRPV1 ag | KCNH2 3.1 inh | MBNL1 CUG block | CXXC DNA block | A-T KAP1 phos | S-ASM inh
CCN=C(NCC)SC1CC(=O)N(c2ccccc2)C1=O (stereo not drawn)
  5 | 12% | 1 | 6% | 3 | -1 | -2% | 3% | 2% | 4%
CC1CCCN(C(=O)c2cccc(S(=O)(=O)N3CCCC3)c2)C1 (stereo not drawn)
  x | 17% | 2 | x | 4 | 2 | x | x | 17% | 0%
Cc1ccc(CNC(=O)c2c(-c3ccccc3Cl)noc2C)cc1
  2 | 31% | 1 | x | 14 | 13 | -6% | u | 11% | -11%
CCCCCCOC(=O)NCC(O)c1ccccc1 (stereo not drawn)
  0 | 13% | 4 | 8% | 2 | -10 | 4% | 2% | 10% | -1%
COC(=O)[C@@H]1C[C@@H]2CC[C@@H](O)C[C@@H]2N1Cc1ccc(N2CCN(C)CC2)cc1
  1&4 | -4% | 4 | 5% | -1 | -11 | 0% | 3% | 0% | 4%
